Bioassay records deposited in PubChem by several laboratories.
V1aR counter – counter-screen for oxytocin receptor agonists: human V1a receptor agonists | activation, % at 3 µM | 320,000 tested, 0.25% active | P37288 | CHO-V1R cells, Fluo-8 calcium fluorescence, agonist mode; 0% DMSO, 100% 3 nM vasopressin;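 active = activation above the mean activation of all tested compounds plus 3 SD, per screening run, cut at about 20% in these data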;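 note: signal is peak over basal fluorescence ratio across a 100 second FLIPR read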
OXTR ag – human OXTR agonism | activation, % at 3 µM | 320,000 tested, 0.32% active | CHO-OTR cells, Fluo-8 calcium fluorescence; normalized: DMSO 0%, oxytocin 100%;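 active = activation above the mean of all tested compounds plus 3 SD, cutoff set per screening run, cut at about 20% in these data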;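 note: peak over basal fluorescence ratio from a 100 s FLIPR kinetic read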
Target sequence (P30559 whole entry, looked up): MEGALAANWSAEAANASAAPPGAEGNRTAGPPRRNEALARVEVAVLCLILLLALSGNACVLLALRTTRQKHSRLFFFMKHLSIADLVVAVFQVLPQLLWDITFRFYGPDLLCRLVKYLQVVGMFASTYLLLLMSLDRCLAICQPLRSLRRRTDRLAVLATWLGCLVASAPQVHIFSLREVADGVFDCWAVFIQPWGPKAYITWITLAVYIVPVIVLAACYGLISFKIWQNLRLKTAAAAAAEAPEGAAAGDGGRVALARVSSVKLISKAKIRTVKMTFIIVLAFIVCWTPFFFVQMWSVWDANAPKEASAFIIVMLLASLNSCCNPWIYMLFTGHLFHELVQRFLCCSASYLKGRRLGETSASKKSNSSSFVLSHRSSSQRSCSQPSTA
GalR3 antag – blocks the human galanin receptor 3; HEK293 GalR3-CNG cAMP membrane potential fluorescence; galR3 body fused to GalR1 C-terminus; inhibition, % at 3 µM; 360,000 tested, 0.44% active; AID 651719;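 active = inhibition above the screen-wide average plus 3 SD, cut at about 13% in these data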;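 note: forskolin and galanin both at EC90 stimulate the cells; cAMP rise reported by CNG channel membrane potential dye signal; 0% = forskolin plus galanin with DMSO and 100% = forskolin alone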
Target sequence (O60755 1-299 limits assumed): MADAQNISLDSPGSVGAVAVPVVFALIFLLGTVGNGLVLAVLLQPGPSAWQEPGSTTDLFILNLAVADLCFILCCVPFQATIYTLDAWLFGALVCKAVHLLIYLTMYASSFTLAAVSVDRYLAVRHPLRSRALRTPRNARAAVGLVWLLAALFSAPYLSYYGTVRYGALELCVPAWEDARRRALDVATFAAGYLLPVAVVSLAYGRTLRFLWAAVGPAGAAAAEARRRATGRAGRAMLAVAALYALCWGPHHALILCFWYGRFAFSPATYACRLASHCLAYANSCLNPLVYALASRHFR
OXTR potentiator – human OXTR potentiation. CHO-OTR cells, Fluo-8 calcium fluorescence, potentiator mode; 0% = oxytocin EC15, 100% = EC100. activation, % at 3 µM. 320,000 tested, 0.061% active. AID 2445;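 active = activation above that plate's cutoff, the mean activation of tested compounds plus 3 SD, cut at about 6.6% in these data, passing the limit was not always enough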;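 note: 100% uses oxytocin at 75 nM as the full agonist control; some results filed as inactive read as strong as hits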
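Assay system: CHO cell line stably expressing human OTR | Also added: Oxytocin at about EC15, sub-maximal agonist stimulus | Times: Compound 6 min at room temperature before oxytocin, 100 s read | Measured by: Fluo-8 intracellular calcium fluorescence, ex 470-495, em 515-575 nm | Controls: EC15 oxytocin alone as 0%, 75 nM oxytocin as 100%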
MEKK2 WT-MEK5 – raises or lowers MEK5 binding to wildtype human MEKK2 PB1 domain | Q9Y2U5 | bead flow cytometry, Alexa488-MEK5 binding to MEKK2 WT; actives lie on both sides | binding response (% of control), % at 10 µM | 290,000 tested, 1.1% active; in the data active = binding response below about 67% or above about 130%
MEKK2mut PB1 HTS – signal of MEK5 binding to mutant human MEKK2 PB1 domain; AID 1530; 290,000 tested, 0.35% active; percent response, % at 10 µM; bead flow cytometry, Alexa488-MEK5 binding to MEKK2 mutant; in the data active = percent response above about 24%, passing the limit was not always enough; note: inactives centre near 1; some results filed as inactive read as strong as hits
M18AAP inhibitor – PfM18AAP enzyme inhibition; 290,000 tested, 1.2% active; recombinant PfM18AAP, H-Glu-NHMec fluorogenic cleavage; inhibition, % at 7.35 µM;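 active = inhibition above the campaign mean inhibition over all tested compounds plus 3 SD, cut at about 28% in these data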;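 note: 0% = plate median of test compound wells and 100% = 2 mM ZnCl2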
NALP1 yeast inh – blocks the NALP1 inflammasome reconstituted in yeast; 280,000 tested, 0.61% active; S. cerevisiae NALP1/ASC/caspase-1 growth, X-gal OD620, 72 h; AID 2071; inhibition, % at 10 µM; in the data active = inhibition mostly above about 24%, no sharp cut-off; inactive = mostly below about 32%; note: some compounds called inactive have numbers as strong as hits
GPR7 antagonist – human neuropeptides B/W receptor 1 antagonism | AID 1861 | GPR7-expressing cells, fluorescence antagonist assay | 290,000 tested, 1.1% active | P48145 | inhibition, % at 4.4 µM; in the data active = inhibition above about 16%, passing the limit was not always enough;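 note: cells stimulated with the agonist NPW; 0% = agonist with vehicle and 100% = vehicle without agonist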
Target sequence (P48145 whole entry, looked up): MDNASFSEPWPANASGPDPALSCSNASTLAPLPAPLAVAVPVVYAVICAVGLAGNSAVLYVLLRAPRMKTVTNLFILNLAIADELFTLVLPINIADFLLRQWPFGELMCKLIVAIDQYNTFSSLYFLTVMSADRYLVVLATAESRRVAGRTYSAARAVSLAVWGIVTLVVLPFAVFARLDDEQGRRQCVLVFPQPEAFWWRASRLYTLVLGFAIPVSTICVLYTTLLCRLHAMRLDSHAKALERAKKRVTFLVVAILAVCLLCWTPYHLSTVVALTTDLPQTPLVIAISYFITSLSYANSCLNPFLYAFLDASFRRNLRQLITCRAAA
The depositor's hits bear a star; . = not tested or not shown; & = joins results of further samples; [ ] = remark or other dose. Compounds as they come, and some 4.1% of all compounds hit somewhere here.

SMILES | V1aR counter | OXTR ag | GalR3 antag | OXTR potentiator | MEKK2 WT-MEK5 | MEKK2mut PB1 HTS | M18AAP inhibitor | NALP1 yeast inh | GPR7 antagonist
Cc1noc(C)c1CSCC(=O)Nc1nc2ccc(Oc3ccccc3)cc2s1 | 2.0 | 2.0 | -1 | -16 | 113 | 20 | 3 | 6 | -1
CC1(C)C(C=C(Cl)Cl)C1C(=O)Nc1ccc(S(=O)(=O)Nc2ncccn2)cc1 (stereo unspecified) | 0.7 | 0.9 | -5 | -8 | 107 | 7 | 1 | -17 | -19
Cc1nn(Cc2c(Cl)cccc2Cl)c(C)c1NC(=O)c1sc2ccccc2c1Cl | -1.0 | -1.5 | -3 | -8 | 100 | 7 | -11 | -6 | 0
COc1cc(NC(=O)Cn2c(C)cc3ccccc3c2=O)cc(OC)c1OC | 0.8 | 0.9 | -1 | -12 | 115 | 4 | -9 | -10 | 17
O=C(CN1C(=O)C2CC=CCC2C1=O)OCc1cc(=O)n2cc(Br)ccc2n1 (stereo unspecified) | 1.6 | 0.9 | 2 | -7 | . | . | -14 | 7 | -11
CCOC(=O)/C(C#N)=N\Nc1cc(Cl)ccc1OC | 2.9 | -0.1 | 0 | 1 | 101 | 5 | 0 | -8 | -3
O=C(Nc1ccc2c(c1)OCCO2)C(=O)c1c[nH]c2ccccc12 | 4.7 | 1.9 | -4 | -8 | 104 | 9 | 9 | 15 | 13
COC(=O)c1ccc(CSc2nnc3n(Cc4ccccc4OC)c(=O)c4ccccc4n23)o1 | 1.7 | -0.1 | -1 | -11 | 100 | 3 | . | 3 | .
COC(=O)c1ccccc1S(=O)(=O)Nc1ccc(OC)nc1 | 0.1 | 0.2 | -6 | -8 | . | . | 0 | 3 | 7
CC(C)C(=O)Nc1ccc(NC(=O)c2cccs2)cn1 | 0.7 | -0.5 | -4 | -10 | 101 | 0 | 0 | -24 | -1
CCOC(=O)CC(=O)CSc1ccc2nnc(-c3cccc(F)c3)n2n1 | -0.6 | 0.0 | -2 | 4 | 90 | -8 | -3 | 16 | -9
O=C1/C(=C/c2cccnc2)Oc2cc(OS(=O)(=O)c3ccc(F)cc3)ccc21 | 2.0 | 2.2 | -7 | -8 | 94 | -1 | 4 | -3 | 3
Cc1ccc(CN2CCN(Cc3nc4c(s3)CCCC4)CC2CCO)cc1 (stereo unspecified) | 6.0 | 4.3 | -1 | -2 | 93 | -3 | 3 | 9 | 6
Cc1onc(-c2ccccc2)c1C(=O)N(C)CCc1ccccn1 | 1.1 | 0.8 | 1 | 4 | 108 | 7 | -6 | 20 | -8
CC1(C)SC(=S)N(/N=C/c2ccccc2)C1N(O)C(=O)Nc1ccc([N+](=O)[O-])cc1 (stereo unspecified) | 8.2 | 12 | -4 | -23 | 101 | 0 | 5 | 16 | -8
Cc1cc(C(=O)Nc2ccc(S(=O)(=O)N3CCOCC3)cc2)ccc1[N+](=O)[O-] | 7.8 | 7.8 | -11 | -11 | 106 | 1 | -3 | 11 | 0
COCCn1c(SCC(=O)NC2(C#N)CCCCC2)nc2ccccc2c1=O | 0.3 | -1.1 | -4 | -6 | . | . | . | . | .
O=C(Nc1cccc(F)c1)N1CC=C(c2ccc(Cl)cc2)CC1 | 5.2 | 3.6 | -1 | -10 | 106 | 7 | -3 | 39* | 16
O=c1c2ccccc2nc(-c2ccoc2)n1CCc1ccccc1 | -1.5 | -2.2 | 1 | -4 | 100 | 2 | 6 | 0 | -5
Cc1ccc(-n2cc(CNCCN3CCOC3=O)c(-c3ccc(F)cc3)n2)cc1 | 5.3 | 4.0 | -1 | -4 | 129 | 20 | 5 | 15 | -1

Part of the list above, limited to MEKK2mut PB1 HTS, GalR3 antag and NALP1 yeast inh.
molecule,MEKK2mut PB1 HTS,GalR3 antag,NALP1 yeast inh
Cc1nn(Cc2c(Cl)cccc2Cl)c(C)c1NC(=O)c1sc2ccccc2c1Cl,7,-3,-6
COc1cc(NC(=O)Cn2c(C)cc3ccccc3c2=O)cc(OC)c1OC,4,-1,-10

Carrying on:
SMILES | V1aR counter | OXTR ag | GalR3 antag | OXTR potentiator | MEKK2 WT-MEK5 | MEKK2mut PB1 HTS | M18AAP inhibitor | NALP1 yeast inh | GPR7 antagonist
COc1ccc2[nH]cc(/C=C(/C#N)S(=O)(=O)c3ccccc3)c2c1 | 7.7 | 6.7 | -9 | -15 | 118 | 5 | 8 | 4 | 10
COC(=O)C1CSc2[nH]c(=O)sc2C1c1ccc(O)c(OC)c1 (stereo unspecified) | 0.6 | 0.7 | -1 | -7 | 103 | 5 | -4 | -17 | 12
CCOCCCNS(=O)(=O)c1ccc(Br)cc1 | 0.7 | -1.9 | -1 | -16 | 88 | 0 | 13 | 2 | 13
COCCCn1cnnc1SCc1nc2sc(C(C)=O)c(C)c2c(=O)[nH]1 | 0.9 | 0.9 | 3 | -3 | 100 | 6 | -6 | . | -10
Clc1cccc(Nc2ncnc3ccc(Br)cc23)c1 | 1.2 | -1.0 | -9 | -9 | 99 | 1 | -1 | 24 | -10
CC(CC(=O)Nc1ccc(F)cc1)S(=O)(=O)c1ccc2c(c1)NC(=O)CO2 (stereo unspecified) | 0.8 | -1.6 | -3 | -6 | 97 | 1 | 8 | -4 | -14
O=S(=O)(NCC1CCCO1)c1ccc(NS(=O)(=O)c2ccc(F)cc2)cc1 (stereo unspecified) | 0.4 | 1.8 | -6 | -8 | 102 | 6 | -1 | -6 | 8
COc1cc(CNCCc2ccccc2)ccc1OCc1ccc(Cl)nc1 | 6.7 | 15 | -4 | -10 | . | . | 1 | 19 | 17
O=C1c2ccccc2C(=O)N1CCCCN(C(=O)c1cc2ccccc2oc1=O)c1ccc(F)cc1F | 0.2 | 1.7 | 4 | -14 | 107 | 5 | 1 | 12 | -5
CC1NC(=O)NC1CCCCCC(=O)NCCc1ccccc1 (stereo unspecified) | 0.2 | -1.0 | -8 | -5 | -2.0*[inhibitor] | -21 | -5 | 8 | -4
COc1ccc(/C=C/C(=O)NC(=S)NN2CCCCC2c2cccnc2)cc1 (stereo unspecified) | -0.7 | -0.1 | . | 3 | 101 | -1 | 1 | 15 | -3
O=C(Nc1cccc([N+](=O)[O-])c1)c1ccn[nH]1 | -0.6 | 0.6 | -7 | -5 | 93 | -4 | 3 | -6 | -11
COc1ccc(NC(=O)c2cc([N+](=O)[O-])nn2Cc2ccccc2)c(C)c1 | -0.5 | -2.8 | -1 | -4 | 104 | 2 | 3 | -4 | 5
COCc1cc(C)n(CC(=O)Nc2c(C)cccc2C)c(=O)c1C#N | 0.7 | 0.8 | -4 | 0 | 87 | -6 | 5 | 2 | -2
Cc1cc(C(=O)CCC(=O)NNC(=O)c2ccccc2O)c(C)s1 | 0.4 | 1.1 | -1 | -5 | . | . | . | . | .
CCOC(=O)C1CCCN(C(=O)CN2C(=O)c3ccccc3S2(=O)=O)C1 (stereo unspecified) | 0.9 | 1.4 | -2 | 4 | . | . | . | . | .
CC(C)(C)c1ccc(C(=O)NNC(=S)NCc2ccco2)cc1 | 1.4 | -0.4 | -6 | -7 | 98 | 7 | -2 | -11 | -7
CCn1nnnc1NCc1ccc(Cl)cc1 | -0.6 | -1.5 | -7 | -11 | 101 | 2 | -3 | -1 | -10
CCc1c(C(=O)Nc2cc(C)cc(C)c2)[nH]c(C)c1C(C)=O | 4.9 | 3.1 | -4 | -19 | 116 | 4 | -6 | 1 | -5
O=C(NCCSCc1ccccc1)c1cc(S(=O)(=O)N2CCOCC2)ccc1F | 1.4 | 2.0 | -6 | -3 | . | . | 4 | 6 | -2
CCCCCCN(C(=O)CCCCCN1C(=O)NC(c2ccc(-c3ccccc3)cc2)C(C(=O)OCc2ccccc2)=C1C)C(C(=O)NCCCC)c1ccc(OCC(=O)OC)c(C(=O)OC)c1 (stereo unspecified) | 3.9 | 3.9 | -5 | -10 | 89 | -8 | . | . | .
Cc1ccc(S(=O)(=O)N(CC(=O)Nc2cccnc2)c2cccc(Br)c2)cc1 | 0.7 | -1.0 | -6 | -16 | 101 | 1 | -10 | 7 | -23
Cc1cccc(-c2nnc(SC(C)C(=O)N3CCOCC3)o2)c1 (stereo unspecified) | 1.1 | 1.2 | -3 | -7 | 106 | 7 | -11 | 16 | -12
O=C1CN(C(=O)/C=C/c2ccc(Cl)cc2)c2ccccc2N1 | -0.9 | -1.5 | -8 | -22 | 99 | 0 | 3 | 25 | -4
CCOC(=O)C1=NN(C(=O)COc2ccccc2)C(O)(c2ccc(Cl)cc2)C1 (stereo unspecified) | -0.2 | -1.5 | -5 | -6 | 92 | -8 | 8 | -1 | 0
COc1ccc(-c2csc(NC(=O)c3ccccc3C(=O)O)n2)cc1 | 0.1 | -1.2 | -4 | -7 | 105 | 6 | 2 | 23 | -6
S=C(Nc1ccccc1)c1ccccn1 | -0.2 | -2.2 | 3 | 2 | 82 | 9 | 10&1 | -6 | -8&-8
O=C(COC(=O)c1ccc(F)cc1)Nc1ccc(Cl)cn1 | 0.3 | 0.4 | 1 | 3 | 99 | -10 | 2 | 0 | -16
Cc1cc(-c2nnc(CCC(=O)NCCc3ccccc3F)o2)no1 | 0.3 | 0.4 | -2 | -14 | 98 | -6 | -14 | 22 | -11
O=C(CCCn1c(SCc2cc(=O)n3cc(Cl)ccc3n2)nc2ccccc2c1=O)NCC1CCCO1 (stereo unspecified) | 0.8 | 1.4 | 5 | -1 | 72 | -6 | -9 | . | -7
Cc1nc2ncnn2c(C)c1Cc1ccc(Cl)cc1F | -0.8 | -0.3 | -1 | -6 | 109 | -2 | 2 | 19 | -10
O=C(CSCc1nc2ccccc2[nH]1)Nc1ccccc1 | 0.9 | -0.5 | -1 | -5 | 102 | 5 | 6 | 8 | -13
C=CCn1c(SCc2c(C(=O)OC)sc(N)c2C(=O)OC)nnc1-c1ccc(Br)cc1 | 1.8 | 5.9 | -2 | -16 | 97 | 3 | -1 | -9 | 15

Grouped by structure, the entries above containing two or more sulfur atoms (seven)
SMILES | V1aR counter | OXTR ag | GalR3 antag | OXTR potentiator | MEKK2 WT-MEK5 | MEKK2mut PB1 HTS | M18AAP inhibitor | NALP1 yeast inh | GPR7 antagonist
Cc1noc(C)c1CSCC(=O)Nc1nc2ccc(Oc3ccccc3)cc2s1 | 2.0 | 2.0 | -1 | -16 | 113 | 20 | 3 | 6 | -1
CC1(C)SC(=S)N(/N=C/c2ccccc2)C1N(O)C(=O)Nc1ccc([N+](=O)[O-])cc1 (stereo unspecified) | 8.2 | 12 | -4 | -23 | 101 | 0 | 5 | 16 | -8
COC(=O)C1CSc2[nH]c(=O)sc2C1c1ccc(O)c(OC)c1 (stereo unspecified) | 0.6 | 0.7 | -1 | -7 | 103 | 5 | -4 | -17 | 12
COCCCn1cnnc1SCc1nc2sc(C(C)=O)c(C)c2c(=O)[nH]1 | 0.9 | 0.9 | 3 | -3 | 100 | 6 | -6 | . | -10
O=S(=O)(NCC1CCCO1)c1ccc(NS(=O)(=O)c2ccc(F)cc2)cc1 (stereo unspecified) | 0.4 | 1.8 | -6 | -8 | 102 | 6 | -1 | -6 | 8
O=C(NCCSCc1ccccc1)c1cc(S(=O)(=O)N2CCOCC2)ccc1F | 1.4 | 2.0 | -6 | -3 | . | . | 4 | 6 | -2
C=CCn1c(SCc2c(C(=O)OC)sc(N)c2C(=O)OC)nnc1-c1ccc(Br)cc1 | 1.8 | 5.9 | -2 | -16 | 97 | 3 | -1 | -9 | 15
